APP 5'UTR act = APP 5'UTR luciferase reporter activation | SH-SY5Y APP 5'UTR luciferase reporter, luminescence; zero percent = DMSO vehicle wells | activation, % at 2 µM | actives 1% (n = 190,000) | AID 1276;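 active = activation above a set limit, based on mean plus 3 SD of controls, cut at about 140% in these data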; also: values of inactives mirror those of a sister screen read the other way
Diaphorase act = diaphorase activation or chemical reduction counter-screen; Diaphorase/resazurin coupled assay, resorufin fluorescence, 16 min; hits give high values; 1 = vehicle wells, 0 = NADH-free wells; activation factor at 20 µM; actives 0.005% (n = 190,000); AID 1229;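 active = diaphorase activity raised at least twofold by the compound at 20 µM; inactive = activation factor below 2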
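Material: purified diaphorase enzyme from Clostridium kluyveri / Medium: HEPES pH 7.4 buffer with MgCl2 and Tween 20 / Schedule: enzyme reaction of 16 min at room temperature / Measured by: resorufin fluorescence, excitation 544 nm, emission 590 nm / Evaluation: rise in resorufin formation, marking diaphorase activation or chemical reduction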
G6PDH counter = inhibits Leuconostoc G6PDH, flagging false hits in G6PDH-based assays. AID 1020. actives 0.12% (n = 200,000). Purified L. mesenteroides G6PDH, diaphorase/resazurin coupled fluorescence, 45 min. inhibition, % at 5 µM; in the data active = inhibition above about 50%
NF-kB neuron act = raises NF-kB expression in human neuronal cells; actives 1.6% (n = 190,000); fold change at 12.5 µM; AID 1239; NF-kB reporter expression; hits give high values; in the data active = fold change above about 3.3
Diaph inh CS = diaphorase inhibition or chemical oxidation counter-screen; AID 1217; diaphorase resazurin-to-resorufin fluorescence, NADH, 16 min; bacterial (C. kluyveri) enzyme, not human; actives 0.69% (n = 190,000); inhibition, % at 20 µM;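 active = primary screen inhibition at 20 µM above a set limit, cut at about 50% in these data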;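 also: plate controls were DMSO with full reaction for no effect and wells lacking NADH for full effect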
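System: Bacterial diaphorase enzyme (C. kluyveri) | Incubation: 16-min room-temperature incubation before reading | Benchmarks: No-NADH positive control and DMSO neutral control | Measured by: Resorufin fluorescence 544/590 nm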
STAT1 act = activators of IFN-gamma induced STAT1 signaling; NIH 3T3 STAT1-luciferase reporter, luminescence; 100% = IFN-gamma alone, no compound; activation (% of control), % at 5.5 µM; actives 2.6% (n = 200,000); AID 932;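 active = activation above the screen-wide mean activation plus 3 SD, cut at about 130% in these data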;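 also: raw ratio to IFN-gamma control signal so 100% means no change and 0% no light; values of inactives mirror those of a sister screen read the other way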
FLuc inhib CS = counter-screen for luciferase assay inhibitors: firefly luciferase inhibition | ATPLite firefly luciferase biochemical luminescence, 10 min | inhibition, % at 10 µM | actives 1.5% (n = 200,000) | P08659 | AID 1006;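 active = inhibition above about 50% when tested at 10 µM, limit read from the data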
Target sequence (P08659 whole entry, looked up): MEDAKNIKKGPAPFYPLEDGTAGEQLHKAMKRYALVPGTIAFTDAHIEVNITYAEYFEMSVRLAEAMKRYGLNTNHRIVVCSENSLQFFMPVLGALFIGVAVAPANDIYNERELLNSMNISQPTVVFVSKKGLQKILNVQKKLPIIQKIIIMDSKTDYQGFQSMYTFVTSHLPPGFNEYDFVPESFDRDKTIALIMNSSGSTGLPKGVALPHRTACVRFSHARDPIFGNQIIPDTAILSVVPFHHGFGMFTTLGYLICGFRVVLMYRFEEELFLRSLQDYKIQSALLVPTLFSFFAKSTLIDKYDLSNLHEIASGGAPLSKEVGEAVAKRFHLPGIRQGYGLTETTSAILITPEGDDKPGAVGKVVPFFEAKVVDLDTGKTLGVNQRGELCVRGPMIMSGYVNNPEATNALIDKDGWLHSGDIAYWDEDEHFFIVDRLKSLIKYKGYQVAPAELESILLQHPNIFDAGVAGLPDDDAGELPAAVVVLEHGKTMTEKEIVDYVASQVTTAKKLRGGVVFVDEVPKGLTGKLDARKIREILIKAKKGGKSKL
FLuc act counter = affects firefly luciferase, flagging false hits in luciferase stimulation screens; P08659; ATPlite luciferase biochemical, luminescence, 10 min; 0 = ATP-free wells, 1 = DMSO control; activation factor at 10 µM; AID 1027; 200,000 tested, under 10 active;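 active = luciferase activation factor, scaled between plate controls, of at least 2 with compound at 10 µM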
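System: Luciferase/luciferin detection reagent, cell-free biochemical luciferase assay | Medium: PBS buffer for ATP | Dosing: Test compounds dosed from 2 mM stocks in 100% DMSO | Timing: 10 min at ambient temperature | Signal: Luminescence measurement of luciferase light output | Evaluation: Luciferase activation, seen as luminescence increase over controls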
APP transl inh = APP translation inhibition; SH-SY5Y APP 5'UTR-luciferase reporter, luminescence; inhibition, % at 2 µM; actives 0.82% (n = 190,000); AID 1285;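 active = inhibition above a set limit, derived from the sample mean plus 3 SD, cut at about 45% in these data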; also: values of inactives mirror those of a sister screen read the other way
TLR4 MyD88 comp = TLR4-MyD88 interaction inhibition in cells; O00206+Q99836; HeLa CL3-4 TLR4/MyD88 BLA complementation, FRET ratio; inhibition, % at 8.4 µM; actives 0.18% (n = 200,000); AID 861; in the data active = inhibition above about 25%;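 also: 0% = vehicle and 100% = reference inhibitor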
* marks the source's active call; other numbers are inactive results; nt = no result given.

Each structure is followed by: APP 5'UTR act | Diaphorase act | G6PDH counter | NF-kB neuron act | Diaph inh CS | STAT1 act | FLuc inhib CS | FLuc act counter | APP transl inh | TLR4 MyD88 comp
- CCN1CCN(c2ccc(NC(=O)CCc3c(C)nc4c(-c5ccc(F)cc5)c(C)nn4c3C)cc2)CC1
    0 | 1 | 0 | 0.5 | 2 | 100 | -10 | 1.1 | 0 | -11
- O=[N+]([O-])c1ccc(COc2ccc(Br)cc2CN2CCOCC2)cc1
    10 | 0.7 | -1 | 0.99 | 26 | 104 | -5 | 1 | -10 | -4
- O=C(c1nnc(Cc2ccc(Cl)cc2)o1)N1CCOCC1
    22 | 1 | 18 | 1.3 | 3 | 106 | -10 | 1.1 | -22 | 1
- COc1ccccc1C(=O)N1CCNC(=O)C1CC(=O)Nc1cccc(C)c1 (stereo unspecified)
    7 | 0.9 | 4 | 1.1 | 10 | 95 | -10 | 1.1 | -7 | -2
- COc1cc(C)ccc1OCCCOc1ccccc1Cl
    108 | 0.8 | 6 | 3.2 | 24 | 144* | -4 | 1 | -108 | -4
- CCCOc1ccc(N2C(=O)CC(SC(=NCC)Nc3cccc(F)c3)C2=O)cc1 (stereo unspecified)
    -3 | 0.9 | -1 | 1.4 | 6 | 93 | -6 | 1.1 | 3 | -5
- CCCC(=O)NC(=S)Nc1cccc2c(O)cccc12
    0 | 0.7 | 32 | 1.1 | 35 | 100 | -4 | 1 | 0 | 4
- COc1ccc(S(=O)(=O)N(NC2=NS(=O)(=O)c3ccccc32)C(=O)C(C)C)cc1
    2 | 1 | 4 | 1.4 | 4 | 109 | -4 | 1 | -2 | -8
- CCOC(=O)N1CCN(C(=O)C2CCN(S(=O)(=O)c3ccc(OC)cc3)CC2)CC1
    -19 | nt | 2 | 1 | nt | 99 | -5 | 1.1 | 19 | -13
- COCCN(C(=O)CCl)C(C(=O)NC1CCCCC1)c1ccccc1C (stereo unspecified)
    nt | 1 | -12 | 1 | 0 | 82 | -5 | 1.1 | nt | -9
- CCOc1ccc(OCc2ccc(C(=O)N(CC)CC)cc2)cc1
    15 | 0.9 | 8 | 0.98 | 7 | 105 | 2 | 1 | -15 | -6
- COc1ccc(C2=Nn3c(nnc3-c3ccco3)SC2)cc1
    -11 | 1.1 | 3 | 4.8* | -6 | 105 | -2 | 1 | 11 | -2
- CN(Cc1cccs1)C(=O)Cc1c[nH]c2ccccc12
    18 | 0.9 | -1 | 1.2 | 10 | 107 | -3 | 1 | -18 | -3
- Cc1cccc(N(C(=O)c2csnn2)C(C(=O)NC(C)(C)C)c2ccncc2)c1 (stereo unspecified)
    -4 | 1 | 3 | 1.3 | -4 | 99 | -3 | 1 | 4 | 0
- [O-]c1n[n+](-c2ccc(Cl)cc2Cl)cc2ccccc12
    15 | 1.1 | 2 | 0.9 | -10 | 97 | -6 | 1.1 | -15 | 16
- COc1ccc(NC(=O)c2cc(OC)c(OC)c(OC)c2Br)cc1OC
    5 | 0.9 | 6 | 1.1 | 10 | 100 | -4 | 1 | -5 | 0
- O=C(CCC(=O)N1CCCc2ccccc21)N1CCN(S(=O)(=O)c2ccccc2)CC1
    20 | 0.8 | 7 | 0.91 | 21 | 94 | -9 | 1.1 | -20 | 5
- COc1cccc(OCCOCCOc2ccc(C)cc2[N+](=O)[O-])c1
    6 | 0.8 | 4 | 1.2 | 16 | 95 | -3 | 1 | -6 | 1
- CCCOC(=O)c1ccc(-c2ccc(C=O)o2)cc1
    105 | 0.8 | 8 | 4.8* | 19 | 162* | 10 | 0.9 | -105 | 6
- Cc1cc(C)cc(C(=O)NCC(=O)OCC(=O)N(C)C2CCS(=O)(=O)C2)c1 (stereo unspecified)
    0 | 0.9 | 13 | 1.3 | 7 | 88 | -9 | 1.1 | 0 | 3
- Cc1cc2oc(C(=O)Nc3ccc(S(=O)(=O)N4CCCC(C)C4)cc3)cc(=O)c2cc1Cl (stereo unspecified)
    10 | 0.8 | -25 | 1.2 | 15 | 104 | -7 | 1.1 | -10 | 6
- COC(=O)NCN1C(=O)C2C3C=CC(C3)C2C1=O (stereo unspecified)
    7 | 1.1 | 7 | 0.97 | -6 | 98 | -4 | 1 | -7 | -17
- CC(=O)Nc1cccc(/C(C)=N\NC(=O)c2ccc(Cn3nc([N+](=O)[O-])c(Cl)c3C)o2)c1
    10 | 0.9 | 7 | 0.8 | 15 | 101 | -7 | 1.1 | -10 | -9
- CCOc1ccccc1Nc1ccc(C(=O)O)cc1[N+](=O)[O-]
    1 | 0.9 | 4 | 1.5 | 9 | 102 | -1 | 1 | -1 | 5
- CCn1c(SCC(=O)NNC(=O)c2ccc(C)cc2)nnc1-c1ccco1
    33 | 0.9 | 1 | 1 | 9 | 98 | 3 | 1 | -33 | -6
- N#Cc1cc2c(nc1SCc1ccc(Cl)cc1)CCCC2
    -42 | 0.9 | 3 | 1.3 | 6 | 97 | -6 | 1.1 | 42 | 4
- O=C(CCl)Nc1cccn2ncnc12
    7 | 0.9 | 2 | 1.3 | 7 | 91 | -2 | 1 | -7 | 8
- Cc1cc2c(cc1C)-c1c(ssc1=Nc1ccc(S(N)(=O)=O)cc1)C(C)(C)N2
    14 | 0.8 | -3 | 1 | 21 | 113 | -10 | 1.1 | -14 | 0
- CCN1CCn2c3c(c4cc(C)ccc42)CCCC31 (stereo unspecified)
    2 | 1 | 2 | 1.2 | -1 | 101 | -6 | 1.1 | -2 | -5
- COc1ccc(OCCNC(=O)c2cccc(Oc3ccc(C(F)(F)F)cc3[N+](=O)[O-])c2)cc1
    10 | 0.9 | -8 | 1.4 | 8 | 98 | -5 | 1 | -10 | 14
- COc1ccc(/C=N/NC(=O)c2ccccc2[N+](=O)[O-])cc1CN1CCc2cc(OC)c(OC)cc2C1C (stereo unspecified)
    21 | 1 | -8 | 0.87 | -3 | 103 | -8 | 1.1 | -21 | -10
- CCOC(=O)C1C2C=CC3(CN(Cc4ccco4)C(=O)C13)O2 (stereo unspecified)
    -1 | 0.9 | 2 | 1.2 | 8 | 102 | -4 | 1 | 1 | -2
- COc1ccc(NC(=O)CC2(CC(=O)O)CCCC2)cn1
    0 | 1 | 7 | 1 | 1 | 102 | -1 | 1 | 0 | 10
- C=C(C)C1CC=C(CN2CC(C)OC(C)C2)CC1 (stereo unspecified)
    0 | 1 | 4 | 1.2 | -1 | 97 | 0 | 1 | 0 | -13
- O=C(CC12CC3CC(CC(C3)C1)C2)N/N=C/c1ccncc1
    0 | 0.9 | -2 | 1.1 | 10 | 96 | -6 | 1.1 | 0 | 14
- COc1ccc(N=C2NC(=O)/C(=C/c3ccc(O)c(OC)c3)S2)cc1
    -14 | 0.8 | 3 | 1.1 | 21 | 101 | 0 | 1 | 14 | -6
- O=C(O)Cc1nn(Cc2ccc(Cl)cc2)c(=O)c2ccccc12
    -4 | 1 | 8 | 1.9 | 3 | 109 | -4 | 1 | 4 | -25
- Cc1ccc(OCc2nnc(SCC(=O)NCc3ccccc3)n2C)cc1
    3 | 0.9 | -3 | 1 | 5 | 95 | -5 | 1.1 | -2 | -1
- O=C(CSc1nnc(SCc2ccccc2)s1)N/N=C/c1ccc(Cl)cc1Cl
    -9 | 1 | -4 | 1.1 | 1 | 103 | -6 | 1.1 | 10 | -10
- COC(=O)C1=C(C)N(c2ccc(OC)cc2)C(=O)/C1=C\c1cccs1
    11 | 0.8 | 5 | 1 | 23 | 90 | -1 | 1 | -11 | 14

Of the compounds above, these contain a COOH group:
Each structure is followed by: APP 5'UTR act | Diaphorase act | G6PDH counter | NF-kB neuron act | Diaph inh CS | STAT1 act | FLuc inhib CS | FLuc act counter | APP transl inh | TLR4 MyD88 comp
- CCOc1ccccc1Nc1ccc(C(=O)O)cc1[N+](=O)[O-]
    1 | 0.9 | 4 | 1.5 | 9 | 102 | -1 | 1 | -1 | 5
- COc1ccc(NC(=O)CC2(CC(=O)O)CCCC2)cn1
    0 | 1 | 7 | 1 | 1 | 102 | -1 | 1 | 0 | 10
- O=C(O)Cc1nn(Cc2ccc(Cl)cc2)c(=O)c2ccccc12
    -4 | 1 | 8 | 1.9 | 3 | 109 | -4 | 1 | 4 | -25

(cont.)
Each structure is followed by: APP 5'UTR act | Diaphorase act | G6PDH counter | NF-kB neuron act | Diaph inh CS | STAT1 act | FLuc inhib CS | FLuc act counter | APP transl inh | TLR4 MyD88 comp
- COc1ccc(/C(C)=N/Nc2cc(C(F)(F)F)ccc2Cl)c(OC)c1
    2 | 0.9 | -9 | 1.5 | 14 | 98 | -5 | 1.1 | -2 | 6
- COc1cc2nc(SCC(=O)c3ccc(Br)cc3)n3nc(C)nc3c2cc1OC
    11 | 0.9 | -24 | 0.84 | 12 | 87 | -5 | 1 | -11 | -9
- CN(C)C(=O)N1CCC(C(=O)NCC2CCCO2)CC1 (stereo unspecified)
    10 | 0.9 | -3 | 1.8 | 12 | 100 | -11 | 1.1 | -10 | -4
- Oc1oc(-c2ccccc2)nc1/C=N/c1nccs1
    15 | 1.1 | 13 | 1.8 | -9 | 114 | 39 | 0.6 | -15 | 5
- Cn1nc(Oc2nc(N3CCOCC3)nc(N3CCOCC3)n2)ccc1=O
    -15 | 0.9 | 3 | 1 | 6 | 88 | -7 | 1.1 | 15 | -8
- CC(NC(=O)Cc1ccc(F)cc1)c1ccc(F)cc1 (stereo unspecified)
    3 | 1 | 0 | 1.1 | 5 | 91 | 3 | 1 | -3 | 0
- COc1ccc(/C=N/NC(=O)CNc2n[nH]c(=O)[nH]c2=O)cc1OC
    9 | 1 | -17 | 0.98 | 0 | 106 | -7 | 1.1 | -9 | 3
- O=C(Nc1cccnc1Cl)c1ccc2c(Cl)c3c(nc2c1)CCC3
    242* | 0.7 | 1 | 5.9* | 29 | 135* | 91* | 0.1 | -242 | -8
- COc1ccc(S(=O)(=O)c2nnn(-c3cccc(OC)c3)c2N)cc1
    10 | 0.8 | 7 | 1 | 17 | 90 | 1 | 1 | -10 | 8
- COc1ccccc1NCC(=O)Nc1cc(S(=O)(=O)N2CCOCC2)ccc1N1CCOCC1
    9 | 1 | 5 | 0.8 | 4 | 95 | -5 | 1 | -9 | -5
- Fc1ccc(OCCCCCN2CCCC2)cc1
    11 | 0.9 | -2 | 0.85 | 6 | 103 | -6 | 1.1 | -11 | 0
- Cc1cccc(N2CCN(c3nc4ccccc4n4cnnc34)CC2)c1C
    -5 | 0.8 | 5 | 1.3 | 22 | 106 | -6 | 1.1 | 5 | -7

Three structures out of the list, arranged by molar mass, ascending.
Each structure is followed by: APP 5'UTR act | Diaphorase act | G6PDH counter | NF-kB neuron act | Diaph inh CS | STAT1 act | FLuc inhib CS | FLuc act counter | APP transl inh | TLR4 MyD88 comp
- CN(C)C(=O)N1CCC(C(=O)NCC2CCCO2)CC1 (stereo unspecified)
    10 | 0.9 | -3 | 1.8 | 12 | 100 | -11 | 1.1 | -10 | -4
- Cc1cccc(N2CCN(c3nc4ccccc4n4cnnc34)CC2)c1C
    -5 | 0.8 | 5 | 1.3 | 22 | 106 | -6 | 1.1 | 5 | -7
- COc1cc2nc(SCC(=O)c3ccc(Br)cc3)n3nc(C)nc3c2cc1OC
    11 | 0.9 | -24 | 0.84 | 12 | 87 | -5 | 1 | -11 | -9
